From PubChem BioAssay
Peg3 promoter = Peg3 promoter-driven luciferase inhibitors, primary screen, cell-based, HeLa, luciferase luminescence; HeLa PEG-Prom luciferase reporter, overnight; inhibition, % at 20 µM; actives 1.7% (n = 360,000);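 active = inhibition of at least 50% at 20 µM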
HIF-2a inh = HIF-2a reporter inhibitors, primary screen, luminescence, 786-0 RCC cells. 786-0 RCC cells HIF-2a reporter, luciferase luminescence, overnight. inhibition, % at 18.8 µM. actives 0.72% (n = 360,000);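 active = inhibition of the luminescence signal of 40% or more relative to plate controls, in a single-dose primary screen at 18.75 µM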
CF NFkB block = inhibitors of PAF-induced NF-kB signaling, primary screen, cell-based, GFP fluorescence, uHTS; KKLEB NF-kB-GFP reporter, GFP fluorescence overnight; inhibition, % at 5 µM; actives 0.86% (n = 360,000); AID 588850, 2011;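 active = at least 50% inhibition at 5 µM, scaled per plate between neutral and stimulator controls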;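 also: PAF is a Pseudomonas aeruginosa culture filtrate used as stimulus; plate controls were PAF-stimulated DMSO wells for no effect and unstimulated DMSO wells for full effect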
KKLEB tox = cytotoxicity in KKLEB CF airway cells, primary screen, cytotoxicity control for CF NF-kB inhibitor project, cell-based, uHTS, fluorescence assay plates. KKLEB CF airway cells viability, ATPlite luminescence, overnight; stronger effect = lower value; cells stimulated with P. aeruginosa culture filtrate. activity change (cytotoxicity), % at 5 µM. actives 0.36% (n = 360,000). AID 602141, 2011;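 active = corrected activity change at or below -50% at 5 µM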
Shn3 3UTR inh = reduction of Shn3 3'UTR firefly luciferase signal, primary screen, Schnurri-3 inhibitor project, cell-based, Clone20 osteoblasts, set 2; Clone20 osteoblast Shn3 3'UTR firefly luciferase, 24 h; inhibition, % at 12.5 µM; actives 0.52% (n = 360,000);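 active = mean inhibition of at least 75% with every replicate also reaching 75%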;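 also: 0% = median of neutral control wells and 100% = pilot-screen positive control compound; some compounds past the cut are filed as inactive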
NR2E3 ag-1 = NR2E3 agonists in two-hybrid cells, primary screen, cell-based, luminescence, CHO-S, Gal4-NCOR/VP16-NR2E3. Photoreceptor-specific nuclear receptor (Homo sapiens), Q9Y5X4. luciferase. inhibition of corepressor binding, % at 3.98 µM. actives 0.35% (n = 360,000). AID 602229, 2012;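 active = inhibition above the mean of all tested compounds plus 3 SD, cut at about 70% in these data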;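 also: 0% = DMSO with NR2E3 transfected cells and 100% = cells lacking NR2E3 construct; higher means lower luciferase signal from less NR2E3 corepressor binding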
Target sequence (Q9Y5X4 whole entry, looked up, the tested form may be a part): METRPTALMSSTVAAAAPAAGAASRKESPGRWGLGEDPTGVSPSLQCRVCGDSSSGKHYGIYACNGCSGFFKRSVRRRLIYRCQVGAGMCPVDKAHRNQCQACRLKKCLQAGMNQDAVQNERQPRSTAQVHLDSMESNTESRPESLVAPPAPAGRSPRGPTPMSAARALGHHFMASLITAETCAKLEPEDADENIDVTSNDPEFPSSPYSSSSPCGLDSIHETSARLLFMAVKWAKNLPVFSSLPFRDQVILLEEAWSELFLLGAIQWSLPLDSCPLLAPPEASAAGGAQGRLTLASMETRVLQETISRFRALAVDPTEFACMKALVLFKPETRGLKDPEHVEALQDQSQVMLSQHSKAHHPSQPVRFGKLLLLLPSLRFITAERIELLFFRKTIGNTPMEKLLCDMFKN
aDG glyco act = activators of alpha-DG glycosylation, primary screen, uHTS, Pro5-aDG cells, AlphaScreen; activation, % at 10 µM; alpha-DG glycosylation AlphaScreen (IIH6); 0% Pro5, 100% B10-LARGE cell signal; actives 0.22% (n = 360,000);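 active = activation of at least 8% versus controls, or a plate z-score of at least 8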;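 also: Pro5 are CHO cells carrying HIG-tagged alpha-DG that lacks glycosylation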
NR2E3 ag-2 = inhibitors of NR2E3-RetCOR corepressor binding, primary screen, NR2E3 agonist project, biochemical, TR-FRET, GST-NR2E3, biotin-RetCOR | AID 2300, 2010 | 1536-well | Photoreceptor-specific nuclear receptor (Homo sapiens), Q9Y5X4 | inhibition of corepressor binding, % at 4.78 µM | actives 0.12% (n = 320,000);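 active = percent inhibition above the cutoff of mean plus 3 SD of all tested compounds, set per screening campaign, cut at about 20% in these data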;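 also: 0% = DMSO wells and 100% = biotin wells as full block of FRET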
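Test system: GST-NR2E3 and biotin-RetCOR proteins | Quantity: 1.35 nM GST-tagged NR2E3 final | Medium: Tris pH 7.5 | Also added: 7 nM biotin-RetCOR | Dosing: Compound at 4.8 µM, single dose | Timing: 5 h at 4 °C | Detection: Time-resolved FRET | Read-out basis: Percent inhibition | Benchmarks: Biotin wells as high control, 0.6% DMSO wells as low control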
TRPM1 prom inh = inhibitors of MITF-dependent TRPM1 promoter reporter, primary screen, cell-based, SK-MEL-5, single point, luciferase. SK-MEL-5 TRPM1 promoter luciferase, 24 h. inhibition, % at 12.5 µM. actives 0.83% (n = 330,000);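 active = mean inhibition across replicates of 60% or more, whatever share of single replicates reaches that level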; also: values of inactives mirror those of a sister screen read the other way
TWEAK-Fn14 inh = inhibitors of TWEAK-Fn14 signaling, primary screen, luciferase reporter cells, uHTS; TWEAK-stimulated Fn14 reporter cells, luciferase luminescence, 8 h; inhibition, % at 10 µM; actives 2% (n = 360,000); AID 1159606, 2016; in the data active = inhibition above about 50%
iPSC survival up = enhancers of single-cell hiPSC survival, primary screen, ATPlite luminescence; 100% = ROCK inhibitor wells, 0% = DMSO; survival enhancement, % at 20 µM; actives 0.044% (n = 360,000); AID 602274, 2012; in the data active = survival enhancement above about 18%;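 also: cells exposed to compounds for 16 hours before the ATP read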
Active calls of the source: *; . = no result given.

SMILES	Peg3 promoter	HIF-2a inh	CF NFkB block	KKLEB tox	Shn3 3UTR inh	NR2E3 ag-1	aDG glyco act	NR2E3 ag-2	TRPM1 prom inh	TWEAK-Fn14 inh	iPSC survival up
Cc1ccc(CNC(=O)CN2C(=O)NC3(CC(C)CC(C)(C)C3)C2=O)cc1 (stereo not drawn)	5	13	4	-11	10	2	0.2	0	0	15	-0.3
CCCN(CCC)c1ncnc2c1cnn2-c1ccc(OC)cc1	-278	-182	-10	-4	-43	-91	0.2	5	-133	53*	-1.5
CCCCNc1nc2c(S(=O)(=O)c3ccccc3)nnn2c2ccccc12	-7	-3	13	-4	-13	15	-0.1	8	.	11	-1.7
CCOC(=O)Cc1csc(NC(=O)CSc2ncnc3c2cnn3-c2ccc(OC)cc2)n1	-59	-92	11	-5	-19	-54	0.1	0	-11	61*	-2.5
COc1ccc(C2CC(=O)C3=C(C2)NC(C)=C(C(=O)Nc2ccccc2C)C3c2coc3ccc(C)cc3c2=O)cc1OC (stereo not drawn)	39	-5	26	4	-1	7	0.2	1	-7	16	5.0
Cc1cc(C)n(C(=O)c2ccc(C)o2)n1	11	9	6	2	-20	-10	-0.2	1	-1	-10	6.7
O=C(CSc1nnc(-c2ccccc2)o1)NC1CCCCC1	7	-14	0	6	8	-5	0.3	-2	-4	4	-1.2
Cc1ccccc1Cn1c(=O)c2c(nc3n2CCN3Cc2ccco2)n(C)c1=O	5	17	6	-9	23	-27	0.0	.	-3	1	0.0
Cc1ccc(Cl)cc1N1CCN(C(=O)Cc2ccc(-n3c(=O)[nH]c4ccsc4c3=O)cc2)CC1	-10	0	8	-1	13	-15	0.2	-2	-10	29	7.2
CC(=O)Oc1ccc(Nc2ccccc2)cc1	9	28	7	7	1	-40	0.2	3	-12	-12	-1.6
CCCCOc1ccc(C(C)NC(=O)CCS(=O)(=O)Cc2ccc(C)cc2)cc1 (stereo not drawn)	7	20	6	-4	18	-32	-0.1	-1	3	-4	-2.5
O=[N+]([O-])c1cc(C(F)(F)F)ccc1N1CCC(O)CC1	13	2	9	-14	-2	8	0.1	4	-1	-20	-0.1

Random excerpt: four entries already listed, in no set order.
SMILES	Peg3 promoter	HIF-2a inh	CF NFkB block	KKLEB tox	Shn3 3UTR inh	NR2E3 ag-1	aDG glyco act	NR2E3 ag-2	TRPM1 prom inh	TWEAK-Fn14 inh	iPSC survival up
Cc1cc(C)n(C(=O)c2ccc(C)o2)n1	11	9	6	2	-20	-10	-0.2	1	-1	-10	6.7
O=C(CSc1nnc(-c2ccccc2)o1)NC1CCCCC1	7	-14	0	6	8	-5	0.3	-2	-4	4	-1.2
Cc1ccc(CNC(=O)CN2C(=O)NC3(CC(C)CC(C)(C)C3)C2=O)cc1 (stereo not drawn)	5	13	4	-11	10	2	0.2	0	0	15	-0.3
O=[N+]([O-])c1cc(C(F)(F)F)ccc1N1CCC(O)CC1	13	2	9	-14	-2	8	0.1	4	-1	-20	-0.1

New compounds follow
SMILES	Peg3 promoter	HIF-2a inh	CF NFkB block	KKLEB tox	Shn3 3UTR inh	NR2E3 ag-1	aDG glyco act	NR2E3 ag-2	TRPM1 prom inh	TWEAK-Fn14 inh	iPSC survival up
Cc1ccc(S(=O)(=O)N2CCCCC2)cc1C(=O)N1CCCC1	9	5	-5	-9	-28	-7	0.0	3	0	-10	0.3
CCCCCCCCCCCC(=O)NC(C(=O)O)C(O)c1ccccc1 (stereo not drawn)	21	15	-14	10	-10	12	0.1	-4	9	-15	-0.6
COc1ccc(S(=O)(=O)NCC(c2cccnc2)N2CCN(Cc3ccccc3)CC2)cc1C (stereo not drawn)	31	-2	18	-16	4	-34	-0.3	-3	1	-5	-0.5
Cc1c(C(=O)NCc2ccccc2C(F)(F)F)sc(=O)n1Cc1ccc(S(=O)(=O)N(C)C)cc1	4	1	11	-12	14	22	-0.2	.	.	5	-0.1
Cc1cccc(N2CCN(CC(=O)NCC3CCCCC3)CC2)c1C	29	16	8	17	0	-6	0.4	0	-1	-7	4.9
Cc1cc(C)nc(SCC(=O)Nc2ncc(C(F)(F)F)cc2Cl)n1	23	12	11	-22	11	7	0.1	-1	12	1	0.3
CCOC(=O)Cc1csc(NS(=O)(=O)c2ccc(Cl)cc2)n1	8	19	3	-9	-23	-5	0.2	3	8	4	-1.4
COc1ccc([C@@H]2CC=C(C(=O)O)[C@H](c3ccc(Cl)cc3)N2S(=O)(=O)c2ccc(Cl)cc2)cc1	9	15	23	1	-16	3	-0.2	-2	7	15	1.5
Cc1cc(NC(=O)c2ccccc2Cl)n(C(C)(C)C)n1	-2	0	-4	-13	-5	-10	0.0	2	-9	11	-0.8
Cc1ccnc(NC(c2cccnc2)c2ccc3cccnc3c2O)c1 (stereo not drawn)	9	18	0	-3	35	-47	0.0	2	12	-8	-1.5
COC(=O)CSc1nc(SCc2ccc(C)cc2)nc2c1CCCC2	7	30	0	4	8	5	-0.2	0	18	29	-1.4
COc1ccc(OC)c(C(=O)COC(=O)COc2ccccc2F)c1	-1	10	16	0	-12	-15	0.2	.	17	-19	-0.4
COc1cc(NC(=O)CSc2ccc(-c3ccco3)nn2)cc(OC)c1	6	-8	-45	2	4	-38	-0.1	1	4	0	1.5
CCn1c(C)nc2cc(S(=O)(=O)C(F)(F)F)ccc21	-5	-34	-8	4	37	0	0.1	0	-6	5	1.6
CC(=O)Oc1c(C)c2c3c(c1OC(C)=O)[C@@H](C)CC[C@@H]3[C@@H](C)C[C@H]2C=C(C)C	14	15	14	3	6	-17	-0.1	4	-9	12	-2.1
Cc1ccc(NC(=O)Cn2nnc(C(=O)NCc3ccc4c(c3)OCO4)c2N)cc1	9	-3	4	-9	-21	-23	0.4	-1	2	-17	-0.1
Cc1ccc(C(=O)N2CC(=O)Nc3ccc(F)cc3C2c2ccc(F)cc2)cc1[N+](=O)[O-] (stereo not drawn)	14	8	9	5	6	-5	0.2	2	-5	0	-1.4
O=C(CCCn1nnc2ccccc2c1=O)N[C@H](C(=O)O)c1ccccc1	15	9	-13	2	.	9	-0.2	0	5	18	0.1
COc1cc(Br)cc(CNc2ccc(F)c([N+](=O)[O-])c2)c1O	16	8	7	-8	-8	-27	-0.1	1	7	34	-0.6
COC(=O)c1ccc(NC(=O)CN2C(=O)C3C4C=CC(C4)C3C2=O)cc1 (stereo not drawn)	-8	-3	-8	-4	3	6	-0.3	-2	-2	4	0.9
O=C(CCC1N=C2c3ccccc3N=C(SCC(=O)NCc3ccco3)N2C1=O)NCc1ccco1 (stereo not drawn)	15	15	0	-4	2	-19	0.2	2	2	21	1.6
COc1ccc(CNC(=O)Cc2cccs2)cc1OC	-17	-25	-6	-3	-12	-36	0.0	-3	-2	-1	0.3
CCOc1ccc(/C=N/OCC(=O)NCc2ccco2)cc1	10	3	-20	17	-4	-1	1.1	0	2	-2	1.7
CC(C)(C)CC(C)(C)Nc1c(-c2ccc(O)cc2)nc2cnccn12	22	27	29	-3	13	-14	0.7	0	-1	-21	5.7
CC(=O)Nc1cccc(NC(=O)Cc2cccs2)c1	16	9	10	1	10	-4	0.0	-3	-1	8	0.5
Cc1cc(C)n2c(Br)c(CSc3nc4ccccc4o3)nc2n1	-178	-128	-2	2	-26	-59	-0.1	9	-44	-5	-0.3
CS(=O)(=O)c1ccc(CNC(=O)C2(C(F)(F)F)C/C(=C\Cc3ccccc3)CCCO2)cc1 (stereo not drawn)	-2	-4	-20	5	-1	11	-0.2	-1	-26	2	4.9
NC(=O)N=Nc1c2[nH]c3ccccc3nc-2c2ccccc12	72*	23	-156	6	7	0	-0.2	-3	49	2	0.0
CCCCNC(=O)CCSc1ccc(C)cc1	11	13	2	1	-6	-7	0.0	1	4	2	7.8
COc1ccc(-n2nc(C(=O)NCC(=O)N3CCCCCC3)c3ccccc3c2=O)c(OC)c1	-147	-103	0	1	-19	-25	-0.1	1	-37	-58	0.3
CC1(C(=O)Nc2ccc(F)c(Cl)c2)Cc2c(-c3cccc(C(N)=O)c3)ccnc2O1 (stereo not drawn)	15	-8	-2	-26	13	-17	0.3	.	.	-31	0.9
CC(Oc1ccccc1F)C(=O)NNC(=O)C1CC(=O)N(c2ccc3c(c2)OCCO3)C1 (stereo not drawn)	-8	4	-33	27	-6	-16	-0.1	-1	0	10	1.0
Cc1ccc(S(=O)(=O)N2CCN(C(=O)c3cccc(-n4cccc4)c3)CC2)cc1	5	0	-4	0	-4	14	-0.4	4	-2	12	-0.5
COC(=O)c1ccc(COC(=O)c2cnc(Cl)c(Cl)c2)cc1	-76	-155	-7	-6	-50	-17	0.0	4	-20	-43	-0.1
CCOC(=O)c1nnn(-c2nonc2-c2ccccc2)c1C	11	-8	-6	3	3	4	0.1	3	-4	12	-1.9
Oc1cccc(C(=S)N2CCCCC2)c1	9	5	1	15	-3	11	-0.1	-2	9	5	2.6
COc1ccc(/C=N/NC(=O)CCn2cnc(-c3ccccc3)c2-c2ccccc2)cc1OC	32	7	28	-21	19	-6	-0.2	3	21	5	-5.6
COc1cc(SC)ccc1C(=O)NC1CCCCC1	-94	-171	-11	5	-23	-7	3.5	4	-29	-12	-1.8
COc1ccc(C(=O)Cn2nnc(-c3ccc(N4CCOCC4)cc3)n2)cc1OC	2	9	-1	8	-25	0	0.0	-2	-15	4	4.8
O=C(NCC1CCCO1)/C(=C\c1ccccc1)NC(=O)c1ccccc1 (stereo not drawn)	8	16	-7	-2	3	-6	0.0	3	12	7	-0.2
COc1ccc(/C=N/Nc2nc(C)cc(-c3ccccc3)n2)c(OC)c1	16	11	0	-5	-20	9	0.5	3	8	-2	-0.7
COc1cc(OC)cc(C(=O)Nc2nnc(NC(=S)Nc3ccccc3)s2)c1	-9	-15	65*	15	13	2	0.8	2	8	-4	0.8
C=CCN1C(c2cccc(C(F)(F)F)c2)=CS/C1=C(\C#N)c1nnc(N2CCOCC2)n1-c1ccccc1	15	1	2	-6	9	-28	-0.2	.	.	15	0.7
CC(C)=C1C2CCC1C(C(=O)Nc1sc(C)c(-c3ccc(C(C)C)cc3)c1C(N)=O)C2C(=O)O (stereo not drawn)	28	15	23	-10	25	45	0.2	-4	-4	36	0.3
COc1ccc(NC(=O)CSC2CCCCC2)cc1	-262	-266	-18	0	-22	-6	0.0	-1	-69	-12	-1.9
